PKM2 act: activators of human pyruvate kinase M2; purified PKM2, Kinase-Glo ATP luminescence, activation; response scale: 0% is enzyme alone, no compound; Potency, µM (doses to about 57.5 µM), inactives show top-dose activation, hits mostly activators; 260,000 tested, 0.34% active; AID 1631; also: potency is read from the fitted curve at half-maximal effect; nearly all actives have a fitted effect of over 55% in size
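Kinase-Glo luminescence reports ATP generated from ADP (0.1 mM) and PEP (0.5 mM) by purified hPK-M2 after 1 h at room temperature, pH 7.2 imidazole buffer; intermediate enzyme activity allows detecting inhibitors and activators.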
B2AR arrestin: recruits beta-arrestin to the human beta2-adrenergic receptor; Potency, µM (titrated, usually from 46.1 µM), inactives show at the highest dose activation, usual class: activators; P07550; beta-arrestin recruitment to beta2AR, cell-based reporter; AID 492947; 330,000 tested, 0.02% active;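 also: potency is read from the fitted curve at half-maximal effect; 0% = DMSO controls and full agonism = EC100 isoproterenol or metaproterenol; nearly all actives have a fitted effect of over 65% in size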
Target sequence (P07550 whole entry, looked up): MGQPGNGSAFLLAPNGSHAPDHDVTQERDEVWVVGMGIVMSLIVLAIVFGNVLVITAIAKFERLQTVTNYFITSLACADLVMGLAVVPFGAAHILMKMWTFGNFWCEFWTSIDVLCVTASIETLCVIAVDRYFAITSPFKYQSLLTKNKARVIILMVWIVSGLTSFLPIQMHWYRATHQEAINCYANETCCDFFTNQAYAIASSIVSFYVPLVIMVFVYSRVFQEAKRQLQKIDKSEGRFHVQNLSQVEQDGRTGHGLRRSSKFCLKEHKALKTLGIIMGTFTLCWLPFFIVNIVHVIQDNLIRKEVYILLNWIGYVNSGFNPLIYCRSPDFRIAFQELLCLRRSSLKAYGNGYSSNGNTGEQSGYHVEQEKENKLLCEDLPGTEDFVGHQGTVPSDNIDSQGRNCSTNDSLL
Giardia kill: Giardia lamblia killing. Giardia lamblia trophozoite viability. 340,000 tested, 0.15% active. activity change, % at 7.66 µM, hits read low; in the data active = activity change below about -80%; inconclusive = between about -30% and that limit;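 also: parasites exposed to compound for two days anaerobically before the ATP read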
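Killing of trophozoites was scored by loss of ATP luminescence after a 48 hrs anaerobic exposure to compounds at 37 deg C, using 100 cells per well.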
USP2a inh: inhibitors of human ubiquitin-specific protease USP2a; USP2 core, Ub-CHOP2 coupled fluorogenic reporter, 485/531; O75604; AID 463254; Potency, µM (highest dose often 38.3 µM), for the others: at the top dose activity change, negative = inhibition, actives largely listed as inhibitors; 330,000 tested, 0.01% active;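 also: potency is read from the fitted curve at half-maximal effect; plate controls were DMSO wells for no effect and full inhibition by NEM control for full effect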
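Cell-free coupled assay: 10nM USP2 core preincubated 30min RT with compound in Tris-HCl pH 8.0/CaCl2/CHAPS buffer, then 25nM Ub-CHOP2 and 25nM reporter substrate; fluorescence (Ex 485/Em 531) read after 60min RT, normalized to NEM inhibition, concentration-response curves fitted.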
uPA generation: inhibitors of cell surface uPA generation; cell surface uPA generation assay, qHTS; Potency, µM (series often up to 38.3 µM), without a hit: at the highest dose activity change, negative = inhibition, hits mostly inhibitors; AID 540303; 330,000 tested, 0.31% active; active = well fitted inhibition curve with a large enough effect; inconclusive = small, poorly fitted or top-dose-only effect; inactive = no such curve, though single readings can be large or run the other way; tested in mouse RAW 264.7 cells; also: potency is read from the fitted curve at half-maximal effect; nearly all actives have a fitted effect of over 55% in size
KCNH2 WT inh: inhibitors of human wildtype KCNH2 potassium channel. Q12809. U2OS, BacMam KCNH2, thallium flux FluxOr; stronger effect = lower value. activity change, % at 1.84 µM. 340,000 tested, 0.37% active;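 active = maximum activity change below -70%; inconclusive = maximum activity change between -70% and -50%; inactive = maximum activity change above -50%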
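U2OS cells were transduced with wild-type KCNH2 virus (2.03 x 10^8 / mL) for 4 h at room temperature, then cultured overnight at 37 C. Thallium flux was read with FluxOr dye. Rate constants were normalized to DMSO controls.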
GALK inhibitor: inhibitors of human galactokinase; 270,000 tested, 0.007% active; Potency, µM (series often up to 57.5 µM), for the others: top-dose activity change, negative = inhibition, actives largely listed as inhibitors; AID 1868; P51570; Purified GALK, Kinase-Glo residual ATP luminescence; also: potency is read from the fitted curve at half-maximal effect
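Luminescence from leftover ATP (Ultra-Glo luciferase/luciferin) served as read-out after a 1 h room-temperature reaction of 5 nM GALK with 35 uM ATP and 100 uM galactose.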
KCNH2 3.1 block: inhibitors of human KCNH2 3.1 potassium channel isoform; U2OS KCNH2 3.1, thallium flux FluxOr; stronger effect = lower value; activity change, % (tested at about 1.8 µM); 340,000 tested, 0.95% active; AID 720553;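 active = maximum activity change below -70%; inconclusive = maximum activity change from -70% to -50%; inactive = maximum activity change above -50%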;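 also: thallium influx rate constant from kinetic fluorescence after stimulation buffer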
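Virally transduced U2OS (3.1 isoform, 4 h infection in dark at RT) → overnight 37 C → FluxOr + Red40 in HBSS/HEPES, 45 min → stimulation buffer, 2 min kinetic read → rate constant vs DMSO controls.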
Coupling enz: inhibits coupling enzyme system, counter-screen for aldolase hits. coupling enzyme system counterscreen, AmpLite Red fluorescence. activity change, negative = inhibition, % at 58.2 µM, hits read low. 290,000 tested, 0.67% active. AID 2472; in the data active = activity change below about -30%
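Fluorescence at 525 nm excitation and 598 nm emission measured inhibition of the coupled detection system without aldolase. Compounds (at 57.5 uM final) were preincubated 10 min at room temperature with coupling enzyme reagent before a 20 min substrate/AmpLite Red step.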
BCR signal inh: blocks chronic active B-cell receptor signaling; Potency, µM (top dose mostly 46.1 µM), inactives show at the top dose ratio change, negative = lower green/red ratio, usual class: inhibitors; ABC-DLBCL IkBa-CBG/CBR reporter, luminescence ratio, 4 h; AID 493014; 340,000 tested, 0.05% active; active = well fitted inhibition curve with a large enough effect in the signal ratio, with a control signal flat, not every such curve was filed as active; inconclusive = small, poorly fitted or top-dose-only effect, or effect the other way, or a change in a side signal; the % refers to the signal ratio;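 also: potency is read from the fitted curve at half-maximal effect; plate controls were basal doxycycline-induced cells for no effect and cells given 10 µM MG132 for full effect; MG132 reads +100%, hits lower the ratio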
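Cell line TMD8 (human ABC DLBCL), stably expressing tet-inducible CBG68-IkBa fusion and CBR; IMDM/0.5% FBS; cpd up to 46 uM; dox induction, 4 h, 37C/5% CO2; dual luminescence; green/red ratio; MG132 control.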
Eya2 phos inh: Eya2 (human) phosphatase inhibition | recombinant Eya2, OMFP fluorescence dephosphorylation (OMFP is methylfluorescein phosphate) | 330,000 tested, 0.006% active | Potency, µM (highest dose often 76.9 µM), inactives show at the top dose activity, negative = inhibition, actives largely listed as inhibitors | AID 488837; also: potency is read from the fitted curve at half-maximal effect
Target sequence (O00167 whole entry, looked up): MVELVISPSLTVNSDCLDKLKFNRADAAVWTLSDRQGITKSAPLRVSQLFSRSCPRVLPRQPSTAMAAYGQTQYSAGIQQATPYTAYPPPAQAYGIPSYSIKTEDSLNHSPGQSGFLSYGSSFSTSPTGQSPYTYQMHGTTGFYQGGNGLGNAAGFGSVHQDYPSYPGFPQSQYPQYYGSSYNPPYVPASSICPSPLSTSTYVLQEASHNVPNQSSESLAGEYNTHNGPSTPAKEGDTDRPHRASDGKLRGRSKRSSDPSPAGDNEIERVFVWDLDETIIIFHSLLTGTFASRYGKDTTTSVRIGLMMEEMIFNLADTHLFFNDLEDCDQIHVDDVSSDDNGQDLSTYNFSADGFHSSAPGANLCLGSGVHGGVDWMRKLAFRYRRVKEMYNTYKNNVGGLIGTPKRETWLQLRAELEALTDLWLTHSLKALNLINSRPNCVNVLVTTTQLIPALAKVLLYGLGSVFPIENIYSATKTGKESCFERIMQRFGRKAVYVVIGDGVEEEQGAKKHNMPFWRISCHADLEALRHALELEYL
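Eya2 protein (added as 0.2 uM solution) was preincubated with compound for 10 min at ambient temperature in 50 mM HEPES pH 7.5, 50 mM NaCl, 5 uM MgCl2, 0.05% BSA, 1 mM DTT. OMFP (added at 50 uM) then reacted 10 min; fluorescence read at 485/525 nm.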
An asterisk follows results filed as active; i = inactive; ? = inconclusive; · = no result given; [ ] = another dose, or the depositor's remark. Unless noted, calls follow the shape of the dose curve; as a rule, active = well fitted curve in the direction sought with a large enough effect; inconclusive = small, poorly fitted or top-dose-only effect, or another doubt; inactive = no such curve, though single readings can be large; an effect the other way counts as inactive or inconclusive. Unless noted, % is scaled to controls: 0 for no effect and ±100 for the full control effect.

SMILES	PKM2 act	B2AR arrestin	Giardia kill	USP2a inh	uPA generation	KCNH2 WT inh	GALK inhibitor	KCNH2 3.1 block	Coupling enz	BCR signal inh	Eya2 phos inh
O=C(c1ccccc1)N1CCN(C(=O)c2ccccc2Br)CC1	-3%	0.3%	-3	1%	4%	-4	0%	2	1	1%	8%
O=C(Nc1ccccc1C(=O)N/N=C/c1ccco1)c1ccccc1Cl	-9%	-0.6%	3	-1%	0%	12	·	4	-27	-5%	-13%
CC(C)CCNC(=O)c1ccc(Cl)c(N)c1	3%	0.1%	·	2%	·	·	1%	·	1	-2%	1%
Cc1cccc(OCC(=O)N(Cc2ccccc2)c2c(N)n(Cc3ccccc3)c(=O)[nH]c2=O)c1	·	-0.5%	34[activator]	1%	-11%	20	·	4	·	3%	-3%
O=C(NCc1ccccc1Cl)c1ccncc1	5%	0.1%	9	-1%	-3%	13	3%	6	3	-2%	8%
Cc1ccc(S(=O)(=O)N=Nc2c(O)[nH]c3ccccc23)cc1	2%	0.1%	-19	4%	-3%	12	0%	7	4	-27%	8%
O=C(Nc1ccc(Cl)cn1)c1ccccc1F	-15%	·	?	·	-13%	-2	7%	11	2	·	·
Cc1ccc(S(=O)(=O)c2cc(C#N)c(=O)[nH]c2N)cc1	3%	0.2%	-6	-1%	1%	3	0%	-3	15	?	-20%
O=C(NCC1CCCO1)c1ccc[nH]1 (configuration not stated)	·	-1.1%	-4	0%	7%	-10	8%	2	0	1%	-5%
O=C(Nc1ccc(O)cc1)c1ccc(C(=O)c2ccccc2)o1	0%	-3.0%	-28	2%	-10%	7	-5%	-19	0	?	6%

Reprinted from the part before: seven entries; new compounds follow.
SMILES	PKM2 act	B2AR arrestin	Giardia kill	USP2a inh	uPA generation	KCNH2 WT inh	GALK inhibitor	KCNH2 3.1 block	Coupling enz	BCR signal inh	Eya2 phos inh
Cc1cccc(OCC(=O)N(Cc2ccccc2)c2c(N)n(Cc3ccccc3)c(=O)[nH]c2=O)c1	·	-0.5%	34[activator]	1%	-11%	20	·	4	·	3%	-3%
O=C(NCc1ccccc1Cl)c1ccncc1	5%	0.1%	9	-1%	-3%	13	3%	6	3	-2%	8%
Cc1ccc(S(=O)(=O)N=Nc2c(O)[nH]c3ccccc23)cc1	2%	0.1%	-19	4%	-3%	12	0%	7	4	-27%	8%
O=C(Nc1ccc(Cl)cn1)c1ccccc1F	-15%	·	?	·	-13%	-2	7%	11	2	·	·
Cc1ccc(S(=O)(=O)c2cc(C#N)c(=O)[nH]c2N)cc1	3%	0.2%	-6	-1%	1%	3	0%	-3	15	?	-20%
O=C(NCC1CCCO1)c1ccc[nH]1 (configuration not stated)	·	-1.1%	-4	0%	7%	-10	8%	2	0	1%	-5%
O=C(Nc1ccc(O)cc1)c1ccc(C(=O)c2ccccc2)o1	0%	-3.0%	-28	2%	-10%	7	-5%	-19	0	?	6%
CC1(C)Cc2c(sc3c2c(=N)n(Cc2ccco2)c(=O)n3Cc2ccc(Cl)cc2)CO1	-13%	-0.6%	-3	-4%	-2%	1	3%	-11	-3	-2%	-12%
COc1ccc(-c2cc3c(=O)n(CC(=O)NCCCN4CCC(Cc5ccccc5)CC4)ncn3n2)cc1	·	0.3%	-23	3%	?	-111*	-4%	-71*	·	1%	1%
O=C(COC(=O)Cc1ccc(S(=O)(=O)N2CCOCC2)s1)NCCc1ccccc1	3%	-0.5%	-10	-5%	-1%	8	3%	-15	3	-1%	-5%
Nc1ccc(S(=O)(=O)c2ccccc2)nc1	·	0.4%	-8	4%	3%	20	-1%	1	-4	0%	-8%
Cc1ccc(NC(=S)NCc2ccccc2Cl)c(C)c1	-9%	-0.4%	18	-1%	0%	-1	-2%	3	-1	?	-7%
CC(/C=C/c1ccc(N(C)C)cc1)=N\N=C1\NC(=O)CC(C(=O)Nc2ccccc2)S1 (configuration not stated)	2%	0.5%	-7	-2%	3%	2	-3%	·	0	?	2%
CSCCC(Nc1ccc(S(=O)(=O)N2CCOCC2)cc1[N+](=O)[O-])C(=O)OCC(=O)N(C(C)C)C(C)C (configuration not stated)	4%	-0.7%	3	-1%	2%	1	-4%	-6	-1	-2%	-4%
N#CCCN(Cc1ccccc1)C(=O)Nc1ccccc1	4%	0.4%	14	7%	8%	2	-2%	38	0	-23%	-25%
CCCCC(=O)Nc1cc(-c2nc3ncccc3o2)ccc1C	1%	-1.1%	-14	3%	0%	2	7%	-17	0	-1%	2%
CCOc1ccc(NC(=NCc2ccc3c(c2)OCO3)SC2CC(=O)N(c3ccc(OCC)cc3)C2=O)cc1 (configuration not stated)	7%	-0.7%	0	2%	-2%	0	0%	2	1	?	7%
Cc1cc(Cl)c(S(N)(=O)=O)cc1OCC(=O)NC1CCCCC1	6%	0.4%	-9	0%	-6%	2	-4%	18	-1	6%	8%
Cc1ccc(S(=O)(=O)CC(=O)N2CCCC2)cc1	-2%	-0.1%	5	0%	-7%	3	-4%	0	-1	0%	-1%
C=CCOc1ccc(/C=C/C(=O)OCC(=O)N(C)CC(=O)Nc2ccc(F)cc2)cc1	·	-1.2%	-4	0%	3%	-1	·	-8	·	4%	-13%
CCN(CC)S(=O)(=O)c1cccc(-c2nnc(SCC(N)=O)n2CCc2ccccc2)c1	-3%	-0.1%	28	0%	0%	-7	1%	-2	2	14%	-9%
O=C(/C=C/c1ccccc1)NNC(=O)c1cccc(Cl)c1	-1%	-0.2%	-4	2%	·	3	-1%	1	5	0%	0%
CC1=NN(c2ccccc2)C(=O)C1N=Nc1ccc(S(N)(=O)=O)cc1 (configuration not stated)	-5%	0.8%	-8	1%	0%	-1	-5%	-22	4	?	-21%
COc1ccccc1-c1c(C(F)(F)F)oc2cc(OCC(=O)Nc3ccccc3C(F)(F)F)ccc2c1=O	-3%	-0.1%	3	1%	-1%	-1	2%	3	-2	-11%	4%
O=C(Nc1ccc(Cc2ccncc2)cc1)C1CCC(N2C(=O)C3CCCCC3C2=O)CC1 (configuration not stated)	0%	-0.7%	4	0%	13%	2	1%	3	2	?	-16%
NS(=O)(=O)c1cccc(NC(=O)c2cccc(N3C(=O)c4ccccc4C3=O)c2)c1	·	0.3%	-20	-3%	8%	27	·	·	·	-5%	-8%
Cc1ccc(C(=O)N2CCN(c3ncccn3)CC2)c(C)c1	-2%	0.5%	1	0%	2%	1	12%	5	0	1%	12%
COc1ccc(/C=N/N2C(=O)C3C4C=CC(C4)C3C2=O)cc1[N+](=O)[O-] (configuration not stated)	-4%	-1.3%	3	1%	-7%	8	0%	-1	3	-16%	-8%
COc1ccc(CCNC(=O)CSc2ccc(-c3ccco3)nn2)cc1OC	18%	0.4%	2	1%	-1%	-4	2%	13	-1	-25%	1%
COc1ccc(NS(=O)(=O)c2cc(OC)ccc2NC(=O)c2cc(C)oc2C)cc1	18%	0.4%	-1	-3%	-14%	2	5%	23	1	-1%	-1%
Cc1cc(NC(=O)CCC(=O)N(CCC(C)C)C(C(=O)NC2CCCC2)c2cccnc2)no1 (configuration not stated)	-4%	-0.2%	0	-1%	-1%	-5	-1%	-5	5	-1%	5%
COC(=O)CN(C(=S)Nc1ccc(Cl)cc1)C1CC(=O)N(c2ccc(OC)cc2)C1=O (configuration not stated)	1%	-0.6%	1	-2%	·	6	2%	5	0	-4%	8%
Cn1c(CO)cnc1SCC(=O)c1ccc(F)cc1	·	0.4%	-14	1%	2%	4	8%	14	0	-4%	-1%
Cc1cccc(NC(=O)N2CCCC2C(=O)NCc2cccs2)c1 (configuration not stated)	2%	-0.1%	-1	4%	1%	-4	0%	-4	3	?	5%
C/C(=N\NC(=O)c1ccncc1)c1cc2ccccc2o1	5%	0.0%	-15	-8%	6%	i	-5%	20	-1	-6%	-1%
COc1ccc(N(C(=O)CNC(=O)c2cccs2)C(C(=O)NC2CCCC2)c2ccncc2)cc1 (configuration not stated)	3%	0.4%	8	0%	0%	-4	17%	15	0	-2%	0%

Screens as filed in PubChem.
